FBW7 activator: FBW7 E3 ligase activators, primary screen, biochemical, AlphaScreen, human; F-box/WD repeat-containing protein 7 (Homo sapiens), Q969H0; AlphaScreen FBW7–phospho-cyclin E peptide binding, activator screen; normalized activity (activation), % at 26.1 µM; actives 0.13% (n = 650,000); in the data active = normalized activity above about 1.9%;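 also: purified mutant Fbw7 with reduced substrate affinity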
MITF primary: MITF inhibitors, primary screen, biochemical, AlphaScreen, human; Microphthalmia-associated transcription factor (Homo sapiens), O75030; AlphaScreen MITF homodimerization, bead proximity signal; inhibition, % at 2.6 µM; actives 0.91% (n = 650,000); AID 1259374, 2018; in the data active = inhibition above about 50%;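 also: 0% = vehicle wells with protein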
Target sequence (O75030 whole entry, looked up): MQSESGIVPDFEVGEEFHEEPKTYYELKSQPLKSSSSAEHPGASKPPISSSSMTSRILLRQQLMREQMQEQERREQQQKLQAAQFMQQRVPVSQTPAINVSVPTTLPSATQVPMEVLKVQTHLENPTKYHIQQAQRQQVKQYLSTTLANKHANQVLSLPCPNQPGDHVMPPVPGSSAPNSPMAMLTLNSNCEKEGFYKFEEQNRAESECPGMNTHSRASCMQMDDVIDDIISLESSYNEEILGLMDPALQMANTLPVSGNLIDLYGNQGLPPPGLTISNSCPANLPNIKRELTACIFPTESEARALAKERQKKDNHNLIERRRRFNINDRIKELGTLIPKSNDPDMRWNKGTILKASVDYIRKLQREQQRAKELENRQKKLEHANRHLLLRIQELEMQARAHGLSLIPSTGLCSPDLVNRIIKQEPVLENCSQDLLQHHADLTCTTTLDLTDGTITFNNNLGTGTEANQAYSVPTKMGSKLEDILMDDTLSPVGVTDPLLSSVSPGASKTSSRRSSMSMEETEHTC
GPR151 activ: activators of human GPR151, primary screen, cell-based, PathHunter beta-arrestin, luminescence; AID 1508602, 2020; PathHunter beta-arrestin GPR151 cells; G-protein coupled receptor 151 (Homo sapiens), Q8TDV0; activation, % at 11.2 µM; actives 1% (n = 650,000); in the data active = activation above about 4.9%;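 also: 0% = median of compound wells and 100% = cells with positive control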
Target sequence (Q8TDV0 whole entry, looked up): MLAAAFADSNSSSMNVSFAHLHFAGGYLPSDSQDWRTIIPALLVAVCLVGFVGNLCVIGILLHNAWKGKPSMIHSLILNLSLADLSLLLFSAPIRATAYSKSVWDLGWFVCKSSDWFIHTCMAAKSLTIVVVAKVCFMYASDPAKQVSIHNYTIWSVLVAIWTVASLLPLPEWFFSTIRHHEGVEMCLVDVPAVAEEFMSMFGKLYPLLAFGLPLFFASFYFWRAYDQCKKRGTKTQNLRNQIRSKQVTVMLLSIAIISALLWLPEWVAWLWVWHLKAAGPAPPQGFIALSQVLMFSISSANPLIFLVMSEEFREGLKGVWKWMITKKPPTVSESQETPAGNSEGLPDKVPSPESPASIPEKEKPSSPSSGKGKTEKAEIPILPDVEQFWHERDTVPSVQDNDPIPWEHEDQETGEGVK
TEAD-YAP block: TEAD-YAP interaction inhibition, primary screen, TEAD-YAP interaction inhibitor project, luminescence, HEK-TIYL cells | TEAD-Gal4/YAP UAS-luciferase luminescence | inhibition, % at 9.12 µM | actives 1.4% (n = 640,000) | AID 1259422, 2018; in the data active = inhibition above about 32%;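 also: 0% = median of test compound wells and 100% = reference inhibitor wells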
Starred values were filed as active, the others as inactive; & = joins results of further samples; ! = not confirmed by another sample.

No.	Structure	FBW7 activator	MITF primary	GPR151 activ	TEAD-YAP block
1	Nn1c(CN2CCCCC2)nc2ccccc2c1=O	0.0	7.3	-1.6	1.3
2	Cc1ccc(S(=O)(=O)Nc2ccc(Cl)c([N+](=O)[O-])c2)cc1	0.0	12.4	6.3*	-8.7
3	Cc1ccc(C(=O)Nc2c(C(N)=O)oc3ccccc23)cc1C	0.0	12.6	0.2	-22.1
4	CCOC(=O)Nc1ccc2c(CN3C(=O)NC4(CCCC4)C3=O)cc(=O)oc2c1	-0.2	4.4	-0.9	4.4
5	COc1ccc(OC)c(C(=O)CN2C=NS(=O)(=O)c3ccccc32)c1	-0.1	-1.3	0.1	-4.9
6	CC(C)N1CC(C(=O)NCC2CC(Cc3cccc(F)c3)=NO2)CC1=O (stereo not drawn)	0.3	-25.8	2.3	-15.5
7	Cc1ncc(CO)c2cc(C(=O)Nc3ccc(Cl)cc3Cl)c(=O)oc12	-0.1	3.4	-2.1	-3.5
8	CC(C)NC(=O)C1CCN(S(=O)(=O)c2ccc(Cl)cc2)CC1	0.0	-4.0	1.7	-1.2
9	COc1cccc(CN2C[C@@H]3C[C@@H](c4ccc(N(C)C)cc4)N4CCC[C@@]34C2=O)c1	-0.1	8.2	1.6	2.7
10	CCOC(=O)c1sc(NC(=O)c2c(-c3ccccc3Cl)noc2C)c(C(=O)OCC)c1C	-0.1	-8.3	0.6	6.7
11	CCOc1ccc2sc(C=NC(C)C)c(O)c2c1	-0.1	12.2	-1.5	-73.0
12	CN(Cc1nc2ccccc2[nH]1)C(=O)CC1C(=O)NCCN1Cc1ccccn1 (stereo not drawn)	0.0	16.6	-0.9	-12.2
13	Cc1csc2ncc(C(=O)Nc3ccon3)c(=O)n12	-0.2	0.7	-0.4	2.9
14	COc1ccc2c(c1)C(=NNC(N)=O)c1cc(OC)ccc1-2	-0.1	9.7	-0.3	18.8
15	CNc1ccc(S(=O)(=O)N(C)CC(=O)NCc2ccco2)cc1[N+](=O)[O-]	-0.1	3.9	0.4	4.7
16	CC(C)CNc1ccc(S(=O)(=O)N2CCOCC2)cc1N	0.5	14.2	0.4	-12.6
17	CC(C)(C)C(=O)N(CCCCN1C(=O)c2ccccc2C1=O)c1ccc(Cl)cc1	0.0	-4.3	0.7	2.4
18	Cc1cc2nc(-c3cccc(NC(=O)c4ccccc4F)c3)oc2cc1C	-0.1	-7.0	-0.9	7.9
19	CCOC(=O)c1c(-c2ccccc2)csc1NC(=O)C12CC3CCC1(C)C3(C)CO2 (stereo not drawn)	-0.2	0.7	0.0	5.6
20	C=C(C)CN1C(=O)c2ccccc2C1=O	-0.1	-19.3	0.5	-3.5
21	Cc1sc2nc(-c3ccccc3Cl)n(CC(=O)Nc3ccc(N(C)C)cc3)c(=O)c2c1C	-0.1	-2.7	-0.7	1.8
22	CCN1C(=O)c2cccc3c(NC(=O)c4ccc(Cl)s4)ccc1c23	1.8	13.1	-0.1	7.9
23	c1ccc(-n2cnc3c(NCCN4CCOCC4)nc(-c4ccc(N5CCOCC5)nc4)nc32)cc1	-0.1	1.6	-0.4	58.8*
24	COC1=CC(=O)OC12CCCCC2	-0.1	-16.5	0.3	3.8
25	Cc1cc(C)c(NC(=O)NC(=O)c2cccc(F)c2)c(C)n1	-0.1	6.7	1.8	-18.3

Ordered by SMILES length (smallest number first): part of the list above
No.	Structure	FBW7 activator	MITF primary	GPR151 activ	TEAD-YAP block
20	C=C(C)CN1C(=O)c2ccccc2C1=O	-0.1	-19.3	0.5	-3.5
16	CC(C)CNc1ccc(S(=O)(=O)N2CCOCC2)cc1N	0.5	14.2	0.4	-12.6
14	COc1ccc2c(c1)C(=NNC(N)=O)c1cc(OC)ccc1-2	-0.1	9.7	-0.3	18.8
18	Cc1cc2nc(-c3cccc(NC(=O)c4ccccc4F)c3)oc2cc1C	-0.1	-7.0	-0.9	7.9
7	Cc1ncc(CO)c2cc(C(=O)Nc3ccc(Cl)cc3Cl)c(=O)oc12	-0.1	3.4	-2.1	-3.5
12	CN(Cc1nc2ccccc2[nH]1)C(=O)CC1C(=O)NCCN1Cc1ccccn1 (stereo not drawn)	0.0	16.6	-0.9	-12.2
17	CC(C)(C)C(=O)N(CCCCN1C(=O)c2ccccc2C1=O)c1ccc(Cl)cc1	0.0	-4.3	0.7	2.4
15	CNc1ccc(S(=O)(=O)N(C)CC(=O)NCc2ccco2)cc1[N+](=O)[O-]	-0.1	3.9	0.4	4.7
10	CCOC(=O)c1sc(NC(=O)c2c(-c3ccccc3Cl)noc2C)c(C(=O)OCC)c1C	-0.1	-8.3	0.6	6.7
9	COc1cccc(CN2C[C@@H]3C[C@@H](c4ccc(N(C)C)cc4)N4CCC[C@@]34C2=O)c1	-0.1	8.2	1.6	2.7

New compounds follow:
No.	Structure	FBW7 activator	MITF primary	GPR151 activ	TEAD-YAP block
26	COC(=O)CCNC(=O)N1CC(C)Sc2ccccc21 (stereo not drawn)	0.2	15.7	-0.8	-2.8
27	CCc1ccc(NC(=O)c2noc3c2COc2ccccc2-3)cc1	0.0	4.2	0.7	4.8
28	O=[N+]([O-])c1ccc(O)c(CSC2=NCCCN2)c1	0.0	0.9	2.1	2.7
29	COCCNc1nnc(-c2ccc(C)nc2)s1	-0.1	-0.2	0.4	-29.6
30	CN(C)c1ccc(C2C3=C(CC(C)(C)CC3=O)Nc3ccccc3N2C(=O)c2ccccc2)cc1 (stereo not drawn)	0.0	13.0	0.8	6.3
31	CCOc1ccccc1NC(=O)C(=O)NCC(C)C	0.1	7.9	1.1	-5.7
32	CC(=O)N(Cc1ccc(F)cc1)Cc1cc2ccc(C)cc2[nH]c1=O	0.0	-0.9	-0.6	-3.3
33	CC(=O)N1CCc2cc(Br)cc(S(=O)(=O)N(C)Cc3ccccc3)c21	-0.1	-5.7	2.2	1.1
34	COC(=O)c1ccccc1NS(=O)(=O)c1ccc(Cl)cc1	-0.1	-11.1	-1.1	-10.2
35	CC(Sc1nnnn1-c1ccccc1)C(=O)NC(c1ccccc1)c1ccccc1 (stereo not drawn)	-0.1	2.3	0.6	7.1
36	O=C(NCCN1CCOC1=O)c1cccc(OC2CCN(C3CCCC3)CC2)c1	-0.2	-4.6	-0.4	-3.9
37	CCCCCCC(=O)OC1CCC2(C)C(=CCC3C2CCC2(C)C(C(C)CCCC(C)C)CCC32)C1 (stereo not drawn)	0.0	2.1	-1.0	5.0
38	CCSc1nnc(NC(=O)CSc2nnc(NC(=O)Cc3ccccc3)s2)s1	-0.1	8.0	-1.4	-9.8
39	O=C(CSc1nc2ccc(N3C(=O)c4ccc([N+](=O)[O-])cc4C3=O)cc2s1)Nc1ccc(F)cc1	-0.3	4.1	0.2	-23.4
40	CC(=O)c1cccc(S(=O)(=O)N2CCC(C(=O)NC(C)(C)C)CC2)c1	0.0	1.7	-1.7	10.7
41	CC(C)COc1ccc(C(=O)N/C(=C\c2ccc(Cl)cc2)C(=O)NCCC(=O)O)cc1	0.4	24.0	-0.5	6.0
42	COc1ccc(CCNC(=O)CSc2nc3ccccc3c3nc(CCc4c[nH]c5ccccc45)nn23)cc1OC	0.4	15.8	-0.2	11.4
43	Cc1ccccc1-n1ncc2c(SCC(=O)Nc3ccc4c(c3)OCCO4)ncnc21	-0.1	10.3	1.0	6.8
44	c1ccc(CN2CCN(CCSc3ccccc3)CC2)cc1	0.5	5.5	1.2	3.6
45	CCOc1ccccc1NC(=O)C1(S(=O)(=O)c2ccc(C)cc2)CC1	0.0	8.6	3.6	12.0
46	Cc1ccc(-c2[nH]nc3c2C(c2ccc(C(F)(F)F)cc2)C(C#N)=C(N)O3)cc1 (stereo not drawn)	0.0	6.3	1.2	8.8
47	O=C(c1ccccc1Cl)N1CCN(S(=O)(=O)c2ccc3ccccc3c2)CC1	0.0	1.1	-0.2	10.3
48	O=C(CSCc1ccccc1)Nc1ccc(OCC(=O)N2CCOCC2)cc1	-0.1	-14.8	-0.3	1.3
49	CCn1c(SCC(=O)Nc2nc(C)c(C)s2)nnc1-c1cccs1	0.1	23.2	1.0	7.7
50	CC1=C(C(=O)OC(C)C)C(c2ccccc2Cl)C2=C(CC(c3ccccc3)CC2=O)N1 (stereo not drawn)	0.0	9.2	0.7	-3.2

(listing goes on)
No.	Structure	FBW7 activator	MITF primary	GPR151 activ	TEAD-YAP block
51	Cc1ccc(S(=O)(=O)n2nc(OC(=O)c3ccc(-c4ccccc4)cc3)cc2N)cc1	-0.2	-0.1	0.3	9.4
52	O=C(c1ccc(CNc2nc(=S)[nH]c3ccccc23)cc1)N1CCN(c2ccccc2F)CC1	-0.1	4.5	-1.6	-3.3
53	CC(Nc1ncnc2c1cnn2C)c1ccccc1 (stereo not drawn)	0.5	0.7	-1.9	-10.4
54	CC1=Nc2ccc(-c3ccccc3)cc2C1(C)C	0.9	8.4	0.5	-15.2
55	CCOC(=O)c1c(NC(=O)CSc2nnc(CNC(=O)c3ccccc3OC)n2-c2cccc(C)c2)sc2c1CCC2	0.0	-5.7	0.6	0.9
56	Cc1nonc1OCCn1nnnc1-c1ccccc1	0.4	9.9	-0.8	-31.8
57	COC(=O)c1cccc(NC(=O)c2sc3nc4ccc(C)cc4cc3c2N)c1	-0.1	2.5	0.2	9.6
58	C/C(=N/NC(=O)c1ccccc1N)c1ccc(Br)cc1	-0.1	-10.2	0.1	-44.1
59	COc1ccc(Nc2nc(N3CCN(c4ccccc4OC)CC3)nc3[nH]ncc23)cc1	-0.2	-3.0	1.9	1.8
60	O=[N+]([O-])c1ccc(CC2CC2(Cl)Cl)cc1 (stereo not drawn)	-0.3	-12.9	0.3	1.4
61	CCCCC(=O)Nc1ccc(C(=O)Nc2ccc(S(=O)(=O)N3CCOCC3)cc2)cc1	0.3	7.3	0.2	-4.8
62	c1ccc2sc(SCc3nc4c5c6c(sc5ncn4n3)CCCC6)nc2c1	0.0	2.0	0.4	-4.7
63	CCOC(=O)C(O)(c1ccc(NC(=O)NC2CCCCC2)c(OC)c1)C(F)(F)F (stereo not drawn)	0.2	5.5	-0.8	-3.1
64	CCN(c1ccc(F)cc1)S(=O)(=O)c1ccc2[nH]cc(C(=O)NC(C)C)c(=O)c2c1	0.5	0.1	-1.0	-1.8
65	CN(CC(=O)Nn1cnnc1)S(=O)(=O)c1ccccc1	-0.1	3.1	1.1	2.9
66	COc1ccc(OC)c(N(CC(=O)Nc2cccc(Cl)c2)S(=O)(=O)c2ccccc2)c1	-0.1	3.3	-0.4	5.6
67	CC(=O)N1CCN(Cc2ccccc2)CC1C(=O)NCCN(C)C (stereo not drawn)	0.2	4.8	-1.7	-2.7
68	COc1ccc2c(c1)CCc1c-2n(-c2ccccc2)c2ccccc12	-0.1	4.0	0.8	4.5
69	Cc1ccc(S(=O)(=O)NC(=O)N2CCC(N3C(=O)Cc4ccccc43)CC2)cc1	0.5	17.1	-2.4	-3.6
70	Cc1ccc(NC(=O)C2C3C=CC4(O3)C2C(=O)N(C2CC2)C4C(=O)NC2CCCCC2)cc1 (stereo not drawn)	0.1	6.4	0.4	8.0
71	Cc1cccc(CN2CCN(Cc3ccc(C)o3)C(CCO)C2)n1 (stereo not drawn)	-0.1	1.5	-0.9	0.4
72	Cc1ccccc1C(=O)c1cccn1CC(=O)N1CCCCCC1	0.2	-4.7	0.5	-14.6
73	Cc1cc(NS(=O)(=O)c2ccc(NC(=O)/C=C/c3ccc(C)o3)cc2)nc(C)n1	-0.2	-1.7	-0.6	-3.2
74	N#Cc1cccn1Cc1ccc(F)cc1Cl	0.1	2.6	1.8	9.4
75	O=C(OCCCOC(=O)c1ccc(CCCC2CCCCC2)cc1)c1ccc(CCCC2CCCCC2)cc1	0.7	12.9	-1.6	-3.4

Later entries
No.	Structure	FBW7 activator	MITF primary	GPR151 activ	TEAD-YAP block
76	COc1cccc(-c2ccc(C(=O)NCCNC(C)=O)c(N3CCOCC3)n2)c1	0.0	-2.4	1.0	-14.1
77	OCc1ccccc1-c1cnc2ccc(NC3CCOCC3)nn12	-0.2	-17.8	-0.7	-10.8
78	Cc1nnc2c(N3CCN(c4ccccc4F)CC3)nc3ccccc3n12	-0.2	-3.4	-0.4	-1.6
79	Cc1ccc(-c2cnc3c(N4CCN(CCO)CC4)nccn23)cc1	0.1	7.6	-1.1	-1.9
80	CN1CCC(=C2c3ccccc3C=Cc3ccccc32)CC1	-0.1&0.1&0.0&0.1&0.3	-15.1&13.5&14.0&17.0&10.8	5.3*!	-10.8&2.2&3.5
